Anthrax LF inh2 – Bacillus anthracis LF protease inhibitors, primary screen, biochemical, multiplex microsphere, MLPCN library. Lethal factor (Bacillus anthracis), P15917. multiplex microsphere protease cleavage assay. inhibition, % at 10 µM. actives 0.12% (n = 360,000); note: plate controls were buffer without enzyme for full effect and enzyme alone for no effect
Target sequence (P15917 whole entry, looked up): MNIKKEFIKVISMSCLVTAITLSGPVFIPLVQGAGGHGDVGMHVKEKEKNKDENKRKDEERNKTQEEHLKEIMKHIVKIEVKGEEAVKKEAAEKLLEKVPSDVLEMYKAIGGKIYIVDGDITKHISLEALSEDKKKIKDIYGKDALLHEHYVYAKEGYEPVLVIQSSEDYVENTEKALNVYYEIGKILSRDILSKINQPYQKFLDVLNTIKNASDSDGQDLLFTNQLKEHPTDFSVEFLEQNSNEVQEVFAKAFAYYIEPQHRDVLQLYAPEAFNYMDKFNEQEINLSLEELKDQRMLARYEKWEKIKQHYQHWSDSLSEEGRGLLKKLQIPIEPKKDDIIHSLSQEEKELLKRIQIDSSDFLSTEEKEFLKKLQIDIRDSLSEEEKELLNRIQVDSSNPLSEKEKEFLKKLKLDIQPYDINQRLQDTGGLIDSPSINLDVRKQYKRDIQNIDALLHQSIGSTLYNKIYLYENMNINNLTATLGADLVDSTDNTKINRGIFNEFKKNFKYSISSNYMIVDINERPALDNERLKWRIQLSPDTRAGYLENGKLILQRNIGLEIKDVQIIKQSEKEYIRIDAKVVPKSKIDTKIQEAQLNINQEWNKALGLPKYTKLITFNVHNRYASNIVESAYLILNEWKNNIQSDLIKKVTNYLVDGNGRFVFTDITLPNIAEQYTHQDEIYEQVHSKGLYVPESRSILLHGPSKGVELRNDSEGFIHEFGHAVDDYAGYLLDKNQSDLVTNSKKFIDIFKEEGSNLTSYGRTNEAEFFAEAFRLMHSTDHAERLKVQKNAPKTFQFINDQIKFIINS
BH1578 lux ind – inducers of Vibrio cholerae quorum light production without autoinducers, primary screen, BH1578 luxS cqsA deficient, single point; V. cholerae BH1578 lux reporter, luminescence, 6 h; activation, % at 18.7 µM; actives 0.16% (n = 350,000); in the data active = activation mostly above about 9.7%, no sharp cut-off; inconclusive = no clear call, values can overlap the other calls; inactive = mostly below about 3.7%; note: not every result past the cut was called active; inactives centre near 0; reference of the scale not given here
Y pestis TopoI – Yersinia pestis topoisomerase I inhibitors, primary screen, biochemical, cleavage product accumulation, plate reader, single point | DNA topoisomerase I (Yersinia pestis CO92) | Y. pestis Topo-I cleavage product accumulation | activity, % at 10 µM | actives 0.064% (n = 360,000) | AID 504884, 2011; in the data active = activity above about 50%, passing the limit was not always enough; inconclusive = no clear call, values can overlap the other calls; note: inactives centre near 2
DUSP3 inh – VHR1 phosphatase inhibitors, primary screen, biochemical, absorbance, uHTS | Dual specificity protein phosphatase 3 (Homo sapiens), P51452 | recombinant VHR phosphatase, pNPP absorbance | inhibition, % at 13.3 µM | actives 0.52% (n = 290,000); in the data active = inhibition above about 50%; note: some compounds called inactive have numbers as strong as hits
Target sequence (P51452 whole entry, looked up): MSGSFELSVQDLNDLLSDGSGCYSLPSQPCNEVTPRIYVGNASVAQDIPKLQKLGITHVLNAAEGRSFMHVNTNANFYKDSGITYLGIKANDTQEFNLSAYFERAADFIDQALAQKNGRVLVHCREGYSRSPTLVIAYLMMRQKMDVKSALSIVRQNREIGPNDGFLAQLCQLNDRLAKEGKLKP
TcdB GH inh – TcdB glycohydrolase inhibitors, primary screen, biochemical, single point, plate reader. TcdB glycohydrolase enzymatic assay. inhibition, % at 9.99 µM. actives 0.24% (n = 350,000). Toxin B (Clostridioides difficile), P18177; in the data active = inhibition above about 10%
PfHsp40 rescue – rescue of yeast from PfHsp40 toxicity, primary screen, S. cerevisiae, ATP luminescence | S. cerevisiae expressing PfHsp40, growth rescue | growth rescue, % at 12.5 µM | actives 0.68% (n = 340,000) | AID 504582, 2011; in the data active = growth rescue above about 28%, passing the limit was not always enough; inconclusive = no clear call, values can overlap the other calls;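 note: yeast W303a lacking pdr1 and pdr3 grown in galactose medium; growth measured after three days at 30 °C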
SSB-PriA inh – inhibitors of Klebsiella pneumoniae PriA binding to SSB C-terminal tail, primary screen, biochemical, AlphaScreen; AID 1272365, 2023; AlphaScreen SSBct-PriA binding, biotinylated peptide; PriA–SSB C-terminal tail interaction (Klebsiella pneumoniae); inhibition, % at 33 µM; actives 0.6% (n = 430,000); in the data active = inhibition mostly above about 37%, no sharp cut-off; inactive = mostly below about 20%;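 note: plate controls were negative control peptide for no effect and reference peptide for full effect; strong numbers were not always called active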
SARS 3CLpro inh – SARS-CoV 3CLpro protease inhibitors, primary screen, biochemical, quenched FRET; Replicase polyprotein 1ab (Severe acute respiratory syndrome coronavirus), P0C6X7; recombinant SARS-CoV 3CLpro, quenched FRET peptide cleavage; inhibition, % at 6 µM; actives 0.14% (n = 290,000); AID 1706, 2009; in the data active = inhibition above about 12%
CCHF vOTU inh – CCHFV vOTU protease inhibitors, primary screen, biochemical, Pep-AMC substrate, fluorescence; Crimean-Congo hemorrhagic fever virus L polyprotein viral ovarian tumor (vOTU) protease …; inhibition, % at 11.5 µM; actives 0.55% (n = 370,000); in the data active = inhibition above about 30%; note: 0% = vehicle wells with enzyme and 100% = no enzyme wells
BoNT-A LC inh2 – BoNT/A light chain protease inhibitors, primary screen, biochemical, flow cytometry, MLPCN library; multiplex microsphere protease substrate cleavage; actives 0.17% (n = 360,000); inhibition, % at 10 µM; Botulinum neurotoxin type A light chain protease (Clostridium botulinum A str. ATCC 3502); note: plate controls were buffer without enzyme for full effect and enzyme alone for no effect
Starred values were filed as active, the others as inactive; i = inactive; ? = inconclusive; · = no result given; & = joins results of further samples. Cut-off read from the data, not from the text of the source, unless noted: active = inhibition above about 30%; inconclusive = no clear call, values can overlap the other calls; inactive = below that.

SMILES | Anthrax LF inh2 | BH1578 lux ind | Y pestis TopoI | DUSP3 inh | TcdB GH inh | PfHsp40 rescue | SSB-PriA inh | SARS 3CLpro inh | CCHF vOTU inh | BoNT-A LC inh2
Cc1c(C(=O)N(Cc2ccccc2)C2CCS(=O)(=O)C2)oc2ccccc12 (stereo not given) | 0 | -0.2 | 21 | 33 | 1.5 | 1.0 | -6 | -7 | -3 | -0.6
CCCNC(=O)C1(C)CCCN(Cc2c(C)nn(-c3ccccc3)c2C)C1 (stereo not given) | 2 | -3.3 | -8 | · | 0.9 | · | · | · | -4 | 0.3
CN(CC(=O)N1CCN(c2ccc(F)cc2)CC1)S(=O)(=O)c1ccc2c(c1)c(=O)n(C)c(=O)n2C | 0 | -0.2 | -3 | -3 | -0.2 | -1.0 | -8 | 4 | 0 | 0.2
N#Cc1c(NC(=O)C2CC(c3ccccc3O)=NO2)sc2c1CCC2 (stereo not given) | 3 | i | 10 | 8 | -0.1 | -0.2 | -1 | -1 | 6 | -0.1
Cc1ccc(-n2nc(C)c3c(C)c(CCC(=O)NC(C)c4ccccc4)c(C)nc32)cc1 (stereo not given) | -4 | -0.3 | 7 | 15 | 1.9 | -0.6 | -9 | 3 | 6 | 0.5
Cc1c(/C(O)=C2\C(=O)C(=O)N(CCN(C)C)C2c2ccco2)cnn1-c1ccccc1 (stereo not given) | 0 | · | 10 | 16 | · | -1.2 | · | 0 | 7 | 0.8
COc1ccc(C(N)c2csc(Nc3cc(Oc4ccccc4)ncn3)n2)cc1 (stereo not given) | 5 | 0.4 | -6 | · | 1.9 | · | · | · | -3 | 0.1
CCOc1cc(-c2c(C#N)c(N)nc3c2CCc2ccccc2-3)ccc1O | -1 | -0.3 | 17 | 7 | · | ? | -10 | 4 | -6 | 0.1
COc1cc2c(cc1OC)C(c1cccs1)N(C(=O)C(C)C)CC2 (stereo not given) | 6 | · | -9 | 13 | · | -1.4 | -5 | -1 | 0 | 1.5
Cc1cc(-n2nc(C)cc2C)n2ncc(-c3ccccc3)c2n1 | 1 | -0.6 | 1 | 7 | · | 1.4 | -14 | 1 | 4 | -0.3
Cc1ccc(NC(=O)CCS(=O)(=O)c2ccc3nc(C)sc3c2)cc1 | -4 | -0.3 | 7 | 29 | 1.1 | -0.3 | -7 | -3 | -1 | -0.9
Cc1cccc(CSc2nc3c(cc2C#N)CCC3)c1 | -2 | -0.7 | -7 | 30 | · | -1.0 | -18 | -3 | 4 | 0.5
COc1ccc(CCN(C)C(=O)C2CCN(Cc3cccc(OC)c3OC)CC2)cc1OC | 1 | i | -8 | -4 | 2.6 | 0.3 | 7 | 0 | 13 | 0.7
CCOC(=O)C1CCCN(C(=O)/C=C/c2cccc([N+](=O)[O-])c2)C1 (stereo not given) | 2 | -0.6 | -2 | 38 | · | 0.0 | -13 | -3 | 4 | 0.3
Cc1ccc(-c2nc3ccccc3[nH]2)cc1N | -4 | 1.7 | 3 | 16 | 3.9 | -2.7 | 4 | -3 | -31 | 0.8
COC(CNC(=O)CNC(=S)N(Cc1ccccc1)Cc1cccs1)OC | 0 | i | -1 | 22 | 2.0 | 0.5 | -7 | 6 | -15 | 0.1
Cc1ccc(C)c2sc(NC(=O)c3ccc(N4C(=O)CCC4=O)cc3)nc12 | -10 | -0.6 | -5 | -11 | 23* | -1.2 | -3 | 5 | -11 | -0.4
Cc1ccc(CNC(=O)C2CCCN2S(=O)(=O)c2ccc(Cl)cc2)cc1 (stereo not given) | · | 1.3 | 5 | 10 | 0.1 | -0.6 | -7 | 2 | -3 | ·
Cc1cccnc1NC(=S)NCCc1ccccc1 | -1 | -0.8 | 23 | 28 | 0.3 | 60* | 11 | 9 | 14 | -0.7
COc1cc(/C=C2/C(=N)N3C(SC)=NSC3=NC2=O)ccc1OC(=O)c1ccco1 | -1 | -0.5 | 8 | 17 | -0.4 | -0.6 | 3 | 4 | 2 | -1.0

The final six entries of the section above open the next one:
SMILES | Anthrax LF inh2 | BH1578 lux ind | Y pestis TopoI | DUSP3 inh | TcdB GH inh | PfHsp40 rescue | SSB-PriA inh | SARS 3CLpro inh | CCHF vOTU inh | BoNT-A LC inh2
Cc1ccc(-c2nc3ccccc3[nH]2)cc1N | -4 | 1.7 | 3 | 16 | 3.9 | -2.7 | 4 | -3 | -31 | 0.8
COC(CNC(=O)CNC(=S)N(Cc1ccccc1)Cc1cccs1)OC | 0 | i | -1 | 22 | 2.0 | 0.5 | -7 | 6 | -15 | 0.1
Cc1ccc(C)c2sc(NC(=O)c3ccc(N4C(=O)CCC4=O)cc3)nc12 | -10 | -0.6 | -5 | -11 | 23* | -1.2 | -3 | 5 | -11 | -0.4
Cc1ccc(CNC(=O)C2CCCN2S(=O)(=O)c2ccc(Cl)cc2)cc1 (stereo not given) | · | 1.3 | 5 | 10 | 0.1 | -0.6 | -7 | 2 | -3 | ·
Cc1cccnc1NC(=S)NCCc1ccccc1 | -1 | -0.8 | 23 | 28 | 0.3 | 60* | 11 | 9 | 14 | -0.7
COc1cc(/C=C2/C(=N)N3C(SC)=NSC3=NC2=O)ccc1OC(=O)c1ccco1 | -1 | -0.5 | 8 | 17 | -0.4 | -0.6 | 3 | 4 | 2 | -1.0
COCc1cc(=O)[nH]c(Sc2c(-c3ccccc3)c3ccc(Cl)cc3[nH]c2=O)n1 | -5 | -0.1 | -1 | 12 | · | -1.2 | -1 | 3 | -15 | -1.7
COC(=O)Cc1ccc(NC(=O)c2ccccc2Cl)cc1 | 0 | -0.2 | 2 | 17 | 0.3 | 0.3 | -11 | 0 | -8 | -1.2
CCN(CC)S(=O)(=O)c1ccc(OC)c(NC(=O)c2cn(CC)c3nc(C)ccc3c2=O)c1 | -2 | 0.2 | -6 | 1 | 1.7 | 0.4 | -3 | -3 | 2 | -0.7
O=C(c1cc(C2CCCCN2S(=O)(=O)c2cccs2)on1)N1CCOCC1 (stereo not given) | 2 | i | 3 | · | 2.3 | · | · | · | 6 | -0.2
N=C1S/C(=C\c2cn[nH]c2-c2ccc(F)cc2)C(=O)N1c1ccccc1F | -2 | -0.2 | -8 | 8 | · | -0.7 | -2 | 7 | 1 | 0.4
O=C(Nc1ccc2c(c1)oc1ccccc12)c1ccncc1 | -3 | i | ? | 17 | · | -1.6 | -6 | 1 | 2 | -1.0
CC(=O)Nc1ccc(-c2ccnc3c2CC(C)(C(=O)NCCc2ccccc2)O3)cc1 (stereo not given) | 4 | i | -12 | · | -9.6 | · | · | · | 6 | -0.1
Cc1ccc(NC(=O)C2COc3ccccc3O2)cc1C (stereo not given) | 0 | i | 0 | 11 | · | 1.3 | -28 | 2 | · | 0.4
Cn1ccnc1C(=O)Cc1ccc([N+](=O)[O-])cc1 | · | -0.4 | -12 | · | 1.2 | · | 9 | · | -6 | ·
O=C1CNC(=S)N1c1nc2ccccc2s1 | 32* | -1.1 | 0 | 14 | 1.2 | 0.7 | 4 | 3 | 10 | 2.1
O=C(COC(=O)c1cccc(S(=O)(=O)N2CCCCCC2)c1)Nc1ccccc1C(F)(F)F | -8 | i | 15 | · | 5.0 | 0.1 | -9 | · | 1 | -0.7
O=C1CC2(CCCCC2)Oc2ccc(O)cc21 | -6 | i | 2 | 15 | · | -0.8 | -2 | -9 | 1 | -0.8
COC(=O)C1=C(C)N(Cc2ccccc2)C(=NCc2ccccc2)N[C@H]1c1cccc(F)c1 | -1 | 0.1 | 11 | 20 | 2.1 | 0.3 | 5 | -9 | 10 | -0.3
COC(C[C@@H]1O[C@@H]1[C@H](O)[C@@H](C)OCc1ccccc1)OC | 5 | -0.2 | 7 | 33 | 0.9 | -0.6 | -5 | 3 | 4 | -1.4
CN(C(=O)c1cccc(OC2CCN(S(=O)(=O)N(C)C)CC2)c1)C1CCOC1 (stereo not given) | 1 | -0.3 | -2 | -13 | -0.2 | -0.7 | -11 | 0 | 12 | 0.8
Cc1ccc(OC(=O)c2ccc(C)c([N+](=O)[O-])c2)cn1 | -3 | -1.4 | 5 | 10 | 1.5 | 0.1 | 3&-5 | -5 | -3 | 0.6
CC(C)Sc1nc2c(cnn2-c2ccccc2)c(=O)[nH]1 | -2 | -0.1 | 2 | 8 | 1.6 | -2.1 | -14 | 2 | 7 | -0.2
CCN(CC)CCN1C(=O)C(=O)/C(=C(/O)c2ccc(S(=O)(=O)N3CCOCC3)cc2)C1c1ccc(C)cc1 (stereo not given) | -8 | i | 1 | -1 | 1.2 | 0.0 | · | 1 | 11 | -4.4
O=C(c1cccc([N+](=O)[O-])c1)c1ccc2c(c1)C(=O)NC2=O | -15 | i | -1 | 18 | 1.7 | 2.0 | -11 | 1 | -13 | -0.3
O=C(NCc1ccccc1)c1cc(C2CCCCN2S(=O)(=O)Cc2ccccc2)on1 (stereo not given) | 3 | -4.5 | 19 | · | 0.0 | · | · | · | 3 | -0.1
Cc1nn(C)cc1/C=N/NC(=O)CSc1ccccn1 | -1 | i | -4 | -30 | 0.0 | -1.0 | i | -2 | -3 | 0.6
CSc1ccc(CCNS(=O)(=O)c2csc(C(N)=O)c2)cc1 | -1 | -0.2 | 1 | 14 | 1.8 | 1.2 | -1 | -4 | 10 | 1.3
CCCCn1nnnc1C(c1ccccc1)N1CCN(c2ccc(F)cc2)CC1 (stereo not given) | 1 | · | · | · | 1.3 | · | · | · | 13 | -0.2
Cc1ccc(N2CCN(S(=O)(=O)c3c(C)noc3C)CC2C)cc1 (stereo not given) | -2 | i | -3 | 7 | 6.6 | -0.8 | -16 | 1 | 9 | 2.0
Cc1cccc(C)c1NC(=O)CSc1nc(-c2ccco2)cc(C(F)(F)F)n1 | -4 | i | -3 | 18 | 0.1 | 0.5 | -5 | -5 | 3 | 0.5
CCOc1c(C=C(C#N)C#N)c2ccccc2n1CC | 0 | -0.3 | -1 | 1 | 1.3 | 0.9 | -3 | -1 | -4 | 0.3
Cc1cccc(/C=N\NC(=O)c2sccc2-n2cccc2)c1 | 0 | i | 15 | 4 | · | 0.5 | · | -4 | 4 | -0.5
CCCCN=C(N)/C(C(=O)OCC)=C(\O)c1ccc(OC)cc1 | 1 | 10 | 48 | 5 | · | 1.9 | · | -2 | 9 | 0.5
O=C(Cn1cc(COc2cccc([N+](=O)[O-])c2)nn1)c1ccc(O)cc1 | 2 | -0.2 | 1 | · | 1.0 | -1.7 | -4 | · | 8 | -0.1
CCc1cc([N+](=O)[O-])cc(CC)c1N | 0 | i | 0 | 21 | · | 0.1 | 0 | 2 | 19 | 0.3
COc1ccc(NC(=O)N(C)C[C@H]2Oc3c(NS(=O)(=O)c4ccc(OC)cc4)cccc3C(=O)N([C@H](C)CO)C[C@@H]2C)cc1 | -13 | i | 16 | · | 1.1&1.2 | 2.2 | 16 | · | -2 | -0.4
CCC(=O)NC(Cc1ccccc1)c1nc2ccccc2[nH]1 (stereo not given) | 6 | i | -1 | 25 | 0.9 | -0.4 | -16 | 1 | -6 | -0.3

Screens: PubChem BioAssay, several laboratories

Some of the compounds tested. The share of hits here may be higher or lower than overall.
